Phagocytosis inh: inhibitors of macrophage phagocytosis | J774A.1 macrophage IgG-bead phagocytosis, imaging | inhibition, % at 5 µM | 0.07% of 110,000 active | AID 1029;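 active = inhibition above the mean of the plate negative controls plus 5 SD, cut at about 13% in these data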;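 note: phagocytic index as fraction of beads internalized from green versus red external bead signal; plate controls were DMSO negative control for no effect and cytochalasin-D positive control for full effect; some results beyond the cut were filed as inactive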
MRP1 act: activators of MRP-1; viability increase, % at 10 µM; H69AR cells + doxorubicin, viability rescue, CellTiter-Glo; 0.61% of 140,000 active;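 active = viability gain under doxorubicin at or above a set limit, the compound median plus 3 SD, cut at about 4.7% in these data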;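 note: MRP-1 overexpressing cells given doxorubicin 25 µM after compound pretreatment; 18-22 h compound pretreatment then 72 h with doxorubicin before readout; 0% = doxorubicin-only wells and 100% = vehicle-treated cells without doxorubicin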
HCT116 PTEN-null: PTEN-deleted cell growth suppression; AID 827; HCT116 PTEN-null viability, CellTiter-Glo, 60 h; hits give low values; viability, % at 10 µM; 1.2% of 140,000 active;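 active = viability at or below a set limit, 4 SD under the median of all tested compounds, cut at about 3.7% in these data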;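 note: PTEN knockout HCT116 line with beta catenin targeted HCT116 as companion control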
E-sel TNF inh: TNF alpha driven E-selectin expression inhibition. HUVEC TNFa-induced E-selectin immunofluorescence, high content. inhibition, % at 2 µM. 0.71% of 120,000 active. AID 1246;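 active = inhibition above the batch mean plus 3 SD, and confirmed as a hit on visual image review, cut at about 43% in these data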;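 note: 0% = TNF-stimulated DMSO wells and 100% = unstimulated control wells; not every result past the cut was called active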
GALR2 blocker: antagonists of human galanin receptor 2 (GALR2). O43603. GALR2-expressing cells, antagonist mode. inhibition, % at 4 µM. 0.39% of 140,000 active. AID 828; in the data active = inhibition above about 27%;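 note: cells stimulated with galanin 1-16 at roughly its EC80; 0% = agonist challenge control and 100% = basal control without agonist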
Target sequence (O43603 whole entry, looked up): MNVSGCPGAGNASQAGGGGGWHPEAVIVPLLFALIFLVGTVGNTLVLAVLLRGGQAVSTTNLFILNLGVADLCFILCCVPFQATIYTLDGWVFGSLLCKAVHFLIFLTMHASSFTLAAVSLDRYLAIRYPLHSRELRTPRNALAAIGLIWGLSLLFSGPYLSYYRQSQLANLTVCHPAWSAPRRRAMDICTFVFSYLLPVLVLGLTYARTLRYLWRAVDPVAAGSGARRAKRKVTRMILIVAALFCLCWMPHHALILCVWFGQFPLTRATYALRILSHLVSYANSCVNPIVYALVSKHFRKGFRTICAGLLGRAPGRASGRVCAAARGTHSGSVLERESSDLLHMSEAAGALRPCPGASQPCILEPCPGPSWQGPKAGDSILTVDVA
Measles CPE: protection of cells from measles virus. Measles virus-infected cells, CPE protection, absorbance. protection (pct of control), % at 4 µM. 1.5% of 140,000 active. AID 841; in the data active = protection mostly above about 24%, no sharp cut-off; inactive = mostly below about 26%; note: some compounds called inactive have numbers as strong as hits
HCT116 bCat-KO: beta-catenin-lacking colon tumor cell growth suppression; HCT116 beta-catenin knockout viability, CellTiter-Glo, 60 h; hits give low values; AID 818; 1.5% of 140,000 active; viability, % at 10 µM;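 active = viability at or under a set limit, the compound median less 4 SD, cut at about 6% in these data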;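 note: 0% = Hyamine 1622 control at 20 µM and 100% = untreated cell control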
Yeast growth inh: reduces growth of yeast BB579 in restrictive medium | inhibition, % at 10 µM | 0.51% of 140,000 active | S. cerevisiae BB579 growth, OD615, 48 h;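 active = inhibition above a set limit, 3 SD over the mean compound inhibition, cut at about 44% in these data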; note: inactives centre near -24
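Assay system: S. cerevisiae DeaD strain BB579 yeast. Medium: CSMM-D restrictive synthetic medium containing dextrose (glucose). Times: 4 h cell preincubation, 48 h compound exposure, 30 °C humidified. Signal: OD615 turbidity measurement. Benchmarks: positive control amphotericin B 10 µg/mL.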
NPY Y2 blocker: antagonists of human neuropeptide Y receptor Y2 | 0.99% of 140,000 active | inhibition, % at 2.7 µM | P49146 | NPY-Y2 expressing cells, antagonist mode; in the data active = inhibition above about 17%;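 note: 0% = vehicle with agonist challenge and 100% = reference antagonist with challenge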
Target sequence (P49146 whole entry, looked up): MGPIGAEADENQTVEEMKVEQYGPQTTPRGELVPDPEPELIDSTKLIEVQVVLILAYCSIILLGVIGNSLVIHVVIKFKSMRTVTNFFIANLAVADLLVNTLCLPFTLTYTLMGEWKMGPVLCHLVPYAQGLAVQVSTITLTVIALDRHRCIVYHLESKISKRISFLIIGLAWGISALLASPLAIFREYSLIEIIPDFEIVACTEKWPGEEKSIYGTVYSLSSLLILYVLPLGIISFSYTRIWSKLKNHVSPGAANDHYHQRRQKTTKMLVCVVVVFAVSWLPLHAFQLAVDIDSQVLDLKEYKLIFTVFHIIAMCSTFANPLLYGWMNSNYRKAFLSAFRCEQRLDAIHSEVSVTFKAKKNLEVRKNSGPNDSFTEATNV
Yeast life ext: yeast lifespan extension | 0.68% of 130,000 active | AID 775 | S. cerevisiae growth with nicotinamide, OD615; deaD strain in restrictive glucose medium | inhibition of the nicotinamide effect, % at 10 µM;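 active = inhibition above a set limit, placed 3 SD over the median of all compounds, cut at about 26% in these data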;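 note: 0% = nicotinamide-treated wells and 100% = cells grown without nicotinamide; some compounds called inactive have numbers as strong as hits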
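Assay system: DeaD-strain S. cerevisiae. Medium: CSMM-D glucose medium, restrictive. Reagent: nicotinamide, 1.5 mM, co-present with compound. Compound: 10 µM single point, 0.25% DMSO. Schedule: culture preincubation 4 h, compound exposure 48 h, both 30 °C. Detection: absorbance at 615 nm.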
* hit, by the source's call; & = joins results of further samples.

What do the screens show for `COC(=O)c1ccc(CSc2nc(-c3ccco3)cc(C(F)(F)F)n2)o1`?
Phagocytosis inh: 0; MRP1 act: -4.3; HCT116 PTEN-null: 58; E-sel TNF inh: 4; GALR2 blocker: -5; Measles CPE: 6; HCT116 bCat-KO: 61; Yeast growth inh: -36; NPY Y2 blocker: 4; Yeast life ext: -16

What do the screens show for `O=S(=O)(NCc1csc(-c2cccnc2)n1)c1ccc(Cl)s1`?
Phagocytosis inh: 0; MRP1 act: -0.2; HCT116 PTEN-null: 98; GALR2 blocker: 3; Measles CPE: 12; HCT116 bCat-KO: 101; Yeast growth inh: -18; NPY Y2 blocker: -1; Yeast life ext: -5

Results for C=CCNC(=O)C1CCN(S(C)(=O)=O)CC1 ?
Phagocytosis inh: 1; MRP1 act: -1.9; HCT116 PTEN-null: 104; GALR2 blocker: 15; Measles CPE: 7; HCT116 bCat-KO: 100; Yeast growth inh: -33; NPY Y2 blocker: 1; Yeast life ext: 0

What do the screens show for `Cc1cccc(NC(=O)c2ccc(S(=O)(=O)N(C)C)cc2)n1`?
Phagocytosis inh: 0; MRP1 act: 2.8; HCT116 PTEN-null: 106; GALR2 blocker: 7; Measles CPE: 17; HCT116 bCat-KO: 98; Yeast growth inh: -32; NPY Y2 blocker: 1

What do the screens show for `Cc1cc(=O)cc(C)n1-c1ccccc1N1CCOCC1`?
Phagocytosis inh: 0; MRP1 act: 1.2; HCT116 PTEN-null: 97; E-sel TNF inh: 4; GALR2 blocker: 7; Measles CPE: 8; HCT116 bCat-KO: 97; Yeast growth inh: -34; NPY Y2 blocker: 0; Yeast life ext: -9

How did CC1(C)CC(=O)C(/C=N/c2ncccc2C(=O)O)=C(O)C1 do in these assays?
Phagocytosis inh: 1; MRP1 act: -0.3; HCT116 PTEN-null: 99; E-sel TNF inh: 2; GALR2 blocker: -18; Measles CPE: 18; HCT116 bCat-KO: 102; Yeast growth inh: -6; NPY Y2 blocker: 0; Yeast life ext: 3

How did Cc1cc(C)c2c(CN3CCN(Cc4ccc5c(c4)OCO5)CC3)cc(=O)oc2c1 do in these assays?
Phagocytosis inh: -1; MRP1 act: -4.1; HCT116 PTEN-null: 92; E-sel TNF inh: -18; GALR2 blocker: 7; Measles CPE: 2; HCT116 bCat-KO: 73; Yeast growth inh: 0; NPY Y2 blocker: 9; Yeast life ext: -16

What do the screens show for `O=C(Nc1ccccc1C(=O)NCC1CCCO1)c1ccccc1` (centres undefined)?
Phagocytosis inh: 3; MRP1 act: -1.1; HCT116 PTEN-null: 99; E-sel TNF inh: -3; GALR2 blocker: 2; Measles CPE: 4; HCT116 bCat-KO: 95; Yeast growth inh: -19; NPY Y2 blocker: 7; Yeast life ext: -6

Results for CCOc1ccc(/C=c2\sc3nc(-c4ccco4)nn3c2=O)cc1OCC ?
Phagocytosis inh: 0; MRP1 act: -1.4; HCT116 PTEN-null: 95; GALR2 blocker: -7; Measles CPE: 13; HCT116 bCat-KO: 96; Yeast growth inh: -47; NPY Y2 blocker: 1; Yeast life ext: -7

What do the screens show for `CCN(CC)S(=O)(=O)c1ccc2c(c1)nc(CCC(=O)Nc1ccc3c(c1)OCO3)n2CC`?
Phagocytosis inh: -2; MRP1 act: -1.5; HCT116 PTEN-null: 83; E-sel TNF inh: 0; GALR2 blocker: -3; Measles CPE: 14; HCT116 bCat-KO: 89; Yeast growth inh: -18; NPY Y2 blocker: 1; Yeast life ext: 10

What do the screens show for `O=C(NCC(=O)N1CCCC1C(=O)O)OC1CCCCC1` (centres undefined)?
Phagocytosis inh: -2; MRP1 act: 0.9; HCT116 PTEN-null: 100; GALR2 blocker: 5; Measles CPE: 4; HCT116 bCat-KO: 100; Yeast growth inh: 16; NPY Y2 blocker: 3; Yeast life ext: -2

How did CCCCNC(=O)COC(=O)c1ccc(Cl)c(S(N)(=O)=O)c1 do in these assays?
Phagocytosis inh: 2; MRP1 act: 1.2; HCT116 PTEN-null: 102&95; E-sel TNF inh: -5; GALR2 blocker: -8; Measles CPE: 4; HCT116 bCat-KO: 102; Yeast growth inh: -1; NPY Y2 blocker: 3; Yeast life ext: -14

Results for Cc1[nH]c(=O)[nH]c(=O)c1S(=O)(=O)NCCOC12CC3CC(CC(C3)C1)C2 ?
Phagocytosis inh: -1; MRP1 act: -0.7; HCT116 PTEN-null: 105; E-sel TNF inh: 2; GALR2 blocker: 8; Measles CPE: 7; HCT116 bCat-KO: 97; Yeast growth inh: -12; NPY Y2 blocker: 0; Yeast life ext: -6

What do the screens show for `O=C(/C=C/c1ccc(Br)o1)NC(c1ccccc1)c1ccccc1`?
Phagocytosis inh: -7; MRP1 act: 2.5; HCT116 PTEN-null: 66; GALR2 blocker: 13; Measles CPE: 4; HCT116 bCat-KO: 80; Yeast growth inh: -24; NPY Y2 blocker: 7; Yeast life ext: -1

How did Cc1cc(C)cc(OCC(=O)Nc2ccc3c4c(cccc24)CC3)c1 do in these assays?
Phagocytosis inh: -3; MRP1 act: -3.5; HCT116 PTEN-null: 82; E-sel TNF inh: 16; GALR2 blocker: 0; Measles CPE: 9; HCT116 bCat-KO: 66; Yeast growth inh: -23; NPY Y2 blocker: 4; Yeast life ext: -15

How did COc1ccc(Cn2c(O)c(C=Nc3ccc(O)cc3)c3ccccc3c2=O)cc1 do in these assays?
Phagocytosis inh: -4; MRP1 act: 4.0; HCT116 PTEN-null: 73; GALR2 blocker: -1; Measles CPE: 2; HCT116 bCat-KO: 76; Yeast growth inh: -36; NPY Y2 blocker: 2; Yeast life ext: -4

Results for S=C(NCCCNC(=S)Nc1ccccc1)Nc1ccccc1 ?
Phagocytosis inh: -4; MRP1 act: -3.5; HCT116 PTEN-null: 94; E-sel TNF inh: 16; GALR2 blocker: -5; Measles CPE: 3; HCT116 bCat-KO: 88; Yeast growth inh: -48; NPY Y2 blocker: 2; Yeast life ext: 1

Results for Cc1cccc(Cl)c1OCCCCn1ccnc1 ?
Phagocytosis inh: -4; MRP1 act: -0.3; HCT116 PTEN-null: 90; E-sel TNF inh: -11; GALR2 blocker: 5; Measles CPE: 10; HCT116 bCat-KO: 85; Yeast growth inh: 5; NPY Y2 blocker: 3; Yeast life ext: -9

How did CC1(C)Oc2ccc3ccc(=O)oc3c2/C(=C/NCCN/C=C2\C(=O)C(C)(C)Oc3ccc4ccc(=O)oc4c32)C1=O do in these assays?
MRP1 act: -1.4; HCT116 PTEN-null: 86; GALR2 blocker: -27; Measles CPE: 4; HCT116 bCat-KO: 80; Yeast growth inh: -75; NPY Y2 blocker: 4; Yeast life ext: 1

What do the screens show for `COc1ccc(CC(C)N2CCN(c3cccc(C(F)(F)F)c3)CC2)cc1OC` (centres undefined)?
MRP1 act: -2.0; HCT116 PTEN-null: 62; E-sel TNF inh: 7; GALR2 blocker: -11; Measles CPE: 20; HCT116 bCat-KO: 53; Yeast growth inh: -8; NPY Y2 blocker: 12; Yeast life ext: -9

Results for Cc1nnc(SCC(=O)N2CCC(Cc3ccccc3)CC2)n(N)c1=O ?
Phagocytosis inh: 1; MRP1 act: -3.5; HCT116 PTEN-null: 87; E-sel TNF inh: -6; GALR2 blocker: 8; Measles CPE: 5; HCT116 bCat-KO: 112; Yeast growth inh: 10; NPY Y2 blocker: -1; Yeast life ext: -17

What do the screens show for `CCc1nc(Cl)c(C#N)c2c1CSC(C)(C)C2`?
Phagocytosis inh: -8; MRP1 act: -0.8; HCT116 PTEN-null: 90; GALR2 blocker: -1; Measles CPE: 7; HCT116 bCat-KO: 87; Yeast growth inh: -1; NPY Y2 blocker: 2; Yeast life ext: -1

Results for CCN(CC)C(=O)CSc1nc2sc(C)c(C)c2c(=O)[nH]1 ?
Phagocytosis inh: 0; MRP1 act: -1.1; HCT116 PTEN-null: 114; E-sel TNF inh: 2; GALR2 blocker: 7; Measles CPE: 7; HCT116 bCat-KO: 115; Yeast growth inh: -40; NPY Y2 blocker: 4; Yeast life ext: -5

Results for CCCS(=O)(=O)N1CCCC(C(=O)NCCN2CCOCC2)C1 (centres undefined) ?
Phagocytosis inh: 0; MRP1 act: -1.7; HCT116 PTEN-null: 95; E-sel TNF inh: -1; GALR2 blocker: 2; Measles CPE: 5; HCT116 bCat-KO: 87; Yeast growth inh: -40; NPY Y2 blocker: 1; Yeast life ext: -10

Results for O=C(CSc1nnc2scc(-c3ccccc3)n12)c1ccc2c(c1)OCCO2 ?
Phagocytosis inh: 0; MRP1 act: -1.5; HCT116 PTEN-null: 98; GALR2 blocker: 2; Measles CPE: 17; HCT116 bCat-KO: 98; Yeast growth inh: -26; NPY Y2 blocker: 5; Yeast life ext: -6

How did Cc1cc(NC(=O)CSc2nnc(COc3cccc(C)c3C)n2Cc2ccco2)no1 do in these assays?
Phagocytosis inh: 0; MRP1 act: -0.7; HCT116 PTEN-null: 99; E-sel TNF inh: -8; GALR2 blocker: -2; Measles CPE: 20; HCT116 bCat-KO: 73; Yeast growth inh: -8; NPY Y2 blocker: 4; Yeast life ext: -11

Results for CCOc1ccc(CC(=N)C2=C(O)CC(C)(C)CC2=O)cc1OCC ?
Phagocytosis inh: -13; MRP1 act: -2.3; HCT116 PTEN-null: 93; E-sel TNF inh: 0; GALR2 blocker: 1; Measles CPE: 4; HCT116 bCat-KO: 97; Yeast growth inh: -18; NPY Y2 blocker: 0; Yeast life ext: 2

Results for CN(C)c1ncc(S(=O)(=O)c2ccccc2)c(-c2ccc(Cl)cc2Cl)n1 ?
Phagocytosis inh: 5; MRP1 act: -2.0; HCT116 PTEN-null: 59; E-sel TNF inh: 11; GALR2 blocker: -13; Measles CPE: 10; HCT116 bCat-KO: 62; Yeast growth inh: -39; NPY Y2 blocker: 7; Yeast life ext: 0

Results for COc1ccc(CC(=O)NC(CC(=O)O)c2ccc(OC)cc2)cc1 (centres undefined) ?
Phagocytosis inh: 0; MRP1 act: -0.6; HCT116 PTEN-null: 101; GALR2 blocker: 5; Measles CPE: 22; HCT116 bCat-KO: 103; Yeast growth inh: -27; NPY Y2 blocker: -1; Yeast life ext: -11

Results for Cc1ccc(OCC(=O)Nc2ccc3c(c2)nc2n3CCOC2)cc1 ?
Phagocytosis inh: -1; MRP1 act: 1.8; HCT116 PTEN-null: 89; GALR2 blocker: 5; Measles CPE: 23; HCT116 bCat-KO: 92; Yeast growth inh: -23; NPY Y2 blocker: -3; Yeast life ext: -12

An excerpt taken from the entries so far, for reference:
Results for COc1ccc(CC(=O)NC(CC(=O)O)c2ccc(OC)cc2)cc1 (centres undefined) ?
Phagocytosis inh: 0; MRP1 act: -0.6; HCT116 PTEN-null: 101; GALR2 blocker: 5; Measles CPE: 22; HCT116 bCat-KO: 103; Yeast growth inh: -27; NPY Y2 blocker: -1; Yeast life ext: -11

Results for Cc1ccc(OCC(=O)Nc2ccc3c(c2)nc2n3CCOC2)cc1 ?
Phagocytosis inh: -1; MRP1 act: 1.8; HCT116 PTEN-null: 89; GALR2 blocker: 5; Measles CPE: 23; HCT116 bCat-KO: 92; Yeast growth inh: -23; NPY Y2 blocker: -3; Yeast life ext: -12

Screening data (PubChem BioAssay)
